GALK inhibitor: galactokinase (human) inhibition. P51570. Purified GALK, Kinase-Glo residual ATP luminescence. Potency, µM (doses to about 57.5 µM), without a hit: at the highest dose activity change, negative = inhibition, usual class: inhibitors. hit rate 0.007% among 270,000; note: potency is the fitted concentration of half-maximal effect; % is set by controls: 0 for no effect and ±100 for the full control effect
Target sequence (P51570 whole entry, looked up): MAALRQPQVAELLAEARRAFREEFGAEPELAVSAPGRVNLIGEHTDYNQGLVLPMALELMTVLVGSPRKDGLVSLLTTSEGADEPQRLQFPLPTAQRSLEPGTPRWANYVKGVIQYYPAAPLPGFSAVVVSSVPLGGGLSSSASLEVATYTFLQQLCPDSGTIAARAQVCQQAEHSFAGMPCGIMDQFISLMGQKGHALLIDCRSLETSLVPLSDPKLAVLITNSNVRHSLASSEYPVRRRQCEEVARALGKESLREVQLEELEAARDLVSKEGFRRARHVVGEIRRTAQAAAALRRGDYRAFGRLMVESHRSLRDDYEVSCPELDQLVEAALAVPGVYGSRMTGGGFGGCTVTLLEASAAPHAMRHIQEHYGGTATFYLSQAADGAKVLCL
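Luminescence from leftover ATP (Ultra-Glo luciferase/luciferin) served as read-out after a 1 h room-temperature reaction of 5 nM GALK with 35 uM ATP and 100 uM galactose.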
ASM inhibitor: inhibitors of human secretory acid sphingomyelinase; P17405; placental ASM, HMU-PC fluorogenic substrate, 60 min; Potency, µM (highest dose often 57.5 µM), for inactives: at the top dose activity change, negative = inhibition, actives largely listed as inhibitors; hit rate 0.006% among 340,000; AID 504937; note: potency is the fitted concentration of half-maximal effect
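Steps: dispense placental human ASM, pin compound, wait 10 min at room temperature, add HMU-PC0 substrate at 9 uM final, incubate 60 min at 37 °C, add stop solution raising pH to 10, read fluorescence.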
Giardia kill: Giardia lamblia killing. Giardia lamblia trophozoite viability. activity change, % at 7.66 µM, hits read low. hit rate 0.15% among 340,000. AID 540267; in the data active = activity change below about -80%; inconclusive = between about -30% and that limit;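 note: parasites exposed to compound for two days anaerobically before the ATP read; % is set by controls: 0 for no effect and ±100 for the full control effect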
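Luminescence from cellular ATP indicates surviving trophozoites (100 cells/well) following 48 hrs anaerobic compound treatment at 37 deg C; signal develops 15-30 min at room temperature.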
TSG101-PTAP inh: blocks PTAP/TSG101 interaction to inhibit HIV-1 budding; AID 493005; 340,000 tested, under 10 active; Potency, µM (titrated, usually from 115 µM), without a hit: top-dose activity change, negative = inhibition, most hits filed as inhibitors; Fluorescence polarization, FITC-PTAP peptide / Tsg101 binding; Q99816; active = well fitted inhibition curve with a large enough effect in the main read-out, with a control signal flat, not every such curve was filed as active; inconclusive = small, poorly fitted or top-dose-only effect, or effect the other way, or a change in a side signal; inactive = no such curve, though single readings can be large or run the other way; note: potency is the fitted concentration of half-maximal effect; % of control where 0% means no effect
Target sequence (Q99816 whole entry, looked up): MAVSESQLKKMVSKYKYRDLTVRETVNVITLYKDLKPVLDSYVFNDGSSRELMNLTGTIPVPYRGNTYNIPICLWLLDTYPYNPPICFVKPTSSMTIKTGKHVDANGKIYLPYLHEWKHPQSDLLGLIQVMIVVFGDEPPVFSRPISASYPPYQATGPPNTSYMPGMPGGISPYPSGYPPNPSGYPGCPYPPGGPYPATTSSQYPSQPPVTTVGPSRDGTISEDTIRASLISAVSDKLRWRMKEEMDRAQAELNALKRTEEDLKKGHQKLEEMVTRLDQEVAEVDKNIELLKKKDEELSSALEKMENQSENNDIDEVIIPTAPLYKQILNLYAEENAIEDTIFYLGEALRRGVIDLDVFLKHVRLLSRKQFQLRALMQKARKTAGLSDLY
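FP read-out: FITC-PTAP peptide, 50 nM final, binding Tsg101 binding domain, 10 uM final; 20 min, r.t.; 10 mM HEPES pH 7.5, 0.15 M NaCl, 0.01% Tween 20, 3 mM EDTA, 0.1 mM TCEP.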
FBPA coupling cs: counter-screen for Giardia aldolase inhibitors: coupling enzyme system. coupling enzyme system counterscreen, AmpLite Red fluorescence. activity change, negative = inhibition, % at 58.2 µM, hits read low. hit rate 0.67% among 290,000; in the data active = activity change below about -30%; note: % is set by controls: 0 for no effect and ±100 for the full control effect
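Activity here indicates interference with the coupling reaction, not aldolase inhibition. Compounds at 57.5 uM final met coupling enzymes for 10 min at RT; substrate and AmpLite Red detection followed, with a 525/598 nm fluorescence read after 20 min.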
B2AR arrestin: beta2AR (human) beta-arrestin recruitment activity; P07550; hit rate 0.02% among 330,000; beta-arrestin recruitment to beta2AR, cell-based reporter; Potency, µM (titrated, usually from 46.1 µM), inactives show at the top dose activation, usual class: activators;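 note: potency is the fitted concentration of half-maximal effect; 0% = DMSO controls and full agonism = EC100 isoproterenol or metaproterenol; nearly all actives have a fitted effect of over 65% in size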
BCR signal inh: chronic active BCR signaling inhibition; ABC-DLBCL IkBa-CBG/CBR reporter, luminescence ratio, 4 h; AID 493014; Potency, µM (doses to about 46.1 µM), without a hit: at the highest dose ratio change, negative = lower green/red ratio, usual class: inhibitors; hit rate 0.05% among 340,000; active = well fitted inhibition curve with a large enough effect in the signal ratio, with a control signal flat, not every such curve was filed as active; inconclusive = small, poorly fitted or top-dose-only effect, or effect the other way, or a change in a side signal; the % refers to the signal ratio;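 note: potency is the fitted concentration of half-maximal effect; plate controls were basal doxycycline-induced cells for no effect and cells given 10 µM MG132 for full effect; MG132 reads +100%, hits lower the ratio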
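Compounds up to 46 uM were incubated four hours with TMD8 cells whose green CBG68 luciferase is fused to IkappaBalpha; red CBR luminescence normalised the signal, and concentration-effect curves were fitted to fusion, red and ratio data.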
PKM2 activator: PKM2 (human) enzyme activation. purified PKM2, Kinase-Glo ATP luminescence, activation; response scale: 0% is enzyme alone, no compound. P14618. Potency, µM (highest dose often 57.5 µM), without a hit: at the highest dose activation, actives largely listed as activators. hit rate 0.34% among 260,000; note: potency is the fitted concentration of half-maximal effect; % is set by controls: 0 for no effect and ±100 for the full control effect; nearly all actives have a fitted effect of over 55% in size
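hPK-M2, >95% pure; 0.1 mM ADP / 0.5 mM PEP final; imidazole pH7.2 buffer w/ 7 mM MgCl2, 50 mM KCl; 1 h RT; Kinase-Glo lum. Intermediate enzyme activity for dual inhibitor/activator qHTS.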
Tb PFK inh: inhibitors of T. brucei phosphofructokinase; hit rate 0.17% among 330,000; O15648; T. brucei PFK, ADP-Glo luminescence; AID 485367; Potency, µM (highest dose often 57.5 µM), for inactives: at the highest dose activity, negative = inhibition, hits mostly inhibitors;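 note: potency is the fitted concentration of half-maximal effect; 0% = uninhibited 1x PFK enzyme wells and -100% = no-enzyme wells; nearly all actives have a fitted effect of over 60% in size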
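ADP-Glo luminescence quantified ADP after 45 min at room temperature, with 1.25 nM T. brucei PFK, 0.1 mM ATP and 0.5 mM fructose-6-phosphate in pH 8.0 TEA buffer. qHTS titrations up to 57 µM; curves classified by quality.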
Integrin act MD: activates integrin-mediated alleviation for muscular dystrophy | alpha7betagal myoblasts, beta-gal FDG fluorescence, 48 h | Potency, µM (series often up to 38.3 µM), for the others: top-dose activation, usual class: activators | hit rate 0.064% among 350,000 | AID 624291;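 note: potency is the fitted concentration of half-maximal effect; 100% = response of the positive control SU9516; nearly all actives have a fitted effect of over 60% in size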
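Alpha7betagal+/- myoblasts (passage 13) were plated 16-24 hr, then exposed to compounds (1:260 dilution of DMSO stock) for 48 hours at 37C. After MPER lysis, β-galactosidase reporter activity was read as FDG fluorescence (ex 480/em 540) after 30 minutes.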
Menin MLL FP TR: inhibitors of human menin-MLL interaction, mutant MLL peptide; O00255; Menin + Texas Red MLL mutant peptide, fluorescence polarization; Potency, µM (top dose mostly 61.6 µM), for the others: at the highest dose FP activity change, negative = inhibition, hits mostly inhibitors; hit rate 0.23% among 270,000; AID 1768; active = well fitted inhibition curve with a large enough effect in the polarisation, with a control signal flat, not every such curve was filed as active; inconclusive = small, poorly fitted or top-dose-only effect, or effect the other way, or a change in a side signal; inactive = no such curve, though single readings can be large or run the other way; the % refers to the polarisation; note: potency is the fitted concentration of half-maximal effect; % of control where 0% means no effect; many of its hits are not listed in these tables
Numbers without * were called inactive; ? = inconclusive; nt = no result given; [ ] = another dose, or the depositor's remark. Unless noted, calls come from the whole dose curve; as a rule, active = well fitted curve in the direction sought with a large enough effect; inconclusive = small, poorly fitted or top-dose-only effect, or another doubt; inactive = no such curve, though single readings can be large; an effect the other way counts as inactive or inconclusive.

mol,B2AR arrestin,ASM inhibitor,Tb PFK inh,TSG101-PTAP inh,Menin MLL FP TR,GALK inhibitor,Integrin act MD,FBPA coupling cs,PKM2 activator,BCR signal inh,Giardia kill
N#CCCN(C(=O)COC(=O)/C=C/c1cccs1)c1ccccc1,-0.4%,-3%,2%,-1%,nt,nt,-21%,nt,nt,3%,9
C=CCOc1ccccc1/C=N/NC(=O)Cc1ccccc1,-0.5%,-2%,1%,-6%,?,3%,-4%,4,0%,2%,-12
O=C1CN(C(=O)c2ccco2)c2ccccc2N1,0.0%,3%,-2%,-1%,3%,-4%,7%,-2,1%,-9%,-19
CC(C)Oc1cc2ccccc2cc1CNC[C@H]1O[C@@H](n2cnc3c(N)ncnc32)[C@H](O)[C@@H]1O,-0.8%,7%,9%,-4%,nt,nt,0%,nt,nt,-1%,-5
COc1ccc(NC(=O)CN(C)C(=O)Cc2ccc3c(c2)CCC3)cc1,-0.6%,1%,0%,0%,nt,-5%,9%,nt,-2%,0%,-3
C=CCCC(=O)N1CCC(Oc2cccc(C(=O)NCc3ccccn3)c2)CC1,-0.1%,0%,1%,-3%,nt,1%,-11%,nt,2%,0%,11
CC(C)CN(C(=O)COc1ccc([N+](=O)[O-])cc1)c1c(N)n(CC(C)C)c(=O)[nH]c1=O,0.2%,0%,-1%,-1%,nt,nt,?,nt,nt,2%,19
COc1ccc(CNC(=O)CN(C)S(=O)(=O)c2ccc3c(c2)OCCO3)cc1OC,0.1%,-1%,-6%,-1%,nt,nt,-8%,nt,nt,-13%,-14
CCCc1cc(C(=O)Nc2ccc(OC)cc2[N+](=O)[O-])cs1,0.1%,-1%,2%,0%,-7%,4%,?,-1,-1%,-1%,-6
CCCCn1c(N)c(N(CCOC)C(=O)CN2C(=O)c3ccccc3C2=O)c(=O)[nH]c1=O,0.0%,9%,3%,-2%,nt,-5%,35%,nt,nt,?,-22
Cc1ccc(C(=O)O/N=C2\CCSc3ccc(C)cc32)cc1,0.1%,-3%,3%,-4%,26%,-1%,-19%,2,0%,?,6
O=C(N=c1ccn(-c2nc3ccccc3nc2NS(=O)(=O)c2ccccc2)cc1)c1cccs1,-1.3%,128%[activator],-1%,?,0%,1%,17%,2,0%,-1%,1
COc1ccccc1NC(=S)Nc1ccccc1F,0.0%,5%,-1%,0%,4%,2%,-25%,3,2%,1%,-21
CCN(CC(=O)Nc1ccc2c(c1)OCCO2)C(=O)c1ccc(CS(C)(=O)=O)cc1,-0.6%,0%,9%,-2%,nt,nt,-16%,nt,nt,-5%,-18
Cc1nc(NCCc2ccccc2)c2nnn(Cc3ccccc3Cl)c2n1,-0.1%,10%,-1%,1%,10%,5%,-14%,0,0%[11.5 µM],2%,16
CCOC(=O)NC(=O)c1cn(C(CC)CO)c(=O)[nH]c1=O (stereo not drawn),-0.2%,0%,0%,-1%,-18%,3%,6%,3,7%,1%,7
COCCNC(=O)COc1cccc2c1OC(C)(C)C2,0.0%,5%,0%,6%,0%,-1%,?,1,-2%,-1%,-3
CC(C)CC(=O)NCC(C)NC(=O)CC(C)C (stereo not drawn),0.0%,4%,17%,-5%,11%,-2%,3%,-6,-17%,2%,6
CN1CCN(C(=O)CN2C(=O)COc3ccc(S(=O)(=O)N4CCOCC4)cc32)CC1,0.0%,0%,1%,-6%,-1%,0%,-9%,-2,-9%[0.46 µM],1%,4
O=C(O)Cn1c(SCc2cccc3ccccc23)nc2ccccc21,0.4%,5%,-1%,-1%,6%,-5%,26%,1,-5%,12%,-2
N#CC1(NC(=O)COC(=O)C2=COCCO2)CCCCC1,-0.1%,6%,-1%,-1%,nt,nt,0%,nt,nt,-10%,8
C=CCNCCCOc1ccc(Cl)cc1Br,-0.5%,2%,-9%,-1%,0%,2%,-44%,3,-7%,?,15
O=C(c1ccco1)N1CCN(CC(=O)N2c3ccccc3CCc3ccccc32)CC1,-0.7%,2%,-2%,-6%,-14%,0%,1%,0,-2%,11%,-5
N#C/C(=C/c1ccc(O)c([N+](=O)[O-])c1)C(=O)Nc1ccccc1,-1.3%,5%,3%,-10%,?,-2%,-10%,7,0%,?,?
COc1ccc(N=C2SC(C(N)=O)CC(=O)N2Cc2ccc3c(c2)OCO3)cc1 (stereo not drawn),-0.6%,-2%,?,-8%,nt,-2%,25%,-6,1%,?,-4
COc1cccc(-n2cc3c(c2-c2ccccc2)c(=O)n(C)c(=O)n3C)c1,0.5%,-5%,0%,-2%,-15%,5%,0%,-17,11%,?,-5
N#CCc1nn(Cc2ccc(F)cc2)c(=O)c2ccccc12,7.9%,-1%,-1%,2%,18%,-2%,-35%,2,nt,-8%,-19
CN1CCC(=O)N([C@H](CSc2ccc(Br)cc2)Cc2ccccc2)CC1,-0.3%,-9%,2%,-4%,nt,-2%,14%,6,4%,-2%,20
O=C(Nc1cccc(F)c1)NC1(C(=O)N2CCC(O)CC2)CCCCC1,0.3%,-3%,0%,1%,2%,-2%,42%,-2,-5%,-14%,-6
C=CCSc1nnc(NC(=O)c2cccc(S(=O)(=O)N3CCOCC3)c2)s1,-0.4%,-7%,-10%,-15%,9%,1%,-1%[7.66 µM],4,-7%,?,-4
CC(=O)c1c(C)[nH]c(C)c1C(C)=O,0.1%,-4%,1%,-5%,-2%,1%,0%,0,-7%,?,-14
CC(NC(=O)C(Cc1ccccc1)n1cccc1)c1ccccc1 (stereo not drawn),5.0%,0%,-2%,-1%,nt,nt,-7%,0,3%,-7%,-17
COC(CNC(=O)Cc1c(C)nc2c(-c3ccccc3)c(C)nn2c1C)OC,-0.2%,3%,-4%,-5%,-1%,-3%,?,1,-1%,-7%,-21
COc1ccc(S(=O)(=O)N2CCN(C(=O)CCNC(=O)c3ccccc3Cl)CC2)cc1,0.5%,-1%,-6%,-1%,nt,nt,12%,nt,nt,0%,-7
CCOC(=O)Nc1ccc2c(c1)N(C(=O)CCN(CC)CC)c1ccccc1S2=O (stereo not drawn),0.1%,2%,-18%,-4%,-15%,-1%,-30%,3,nt,?,-6
COC(=O)c1cc(-n2cccc2)ccc1N1CCOCC1,0.3%,12%,2%,0%,nt,0%,13%,0,-5%,3%,2
CN(C)c1nc(N)c2ncc(=S)[nH]c2n1,0.4%,57%[activator],-3%,-6%,16%,-2%,-4%,-1,14%,4%,12
COCCN(Cc1cc2cc3c(cc2nc1Cl)OCO3)C(=O)c1ccc(C)cc1,3.0%,-4%,4%,-3%,?,0%,9%,-6,-3%,?,-23
NS(=O)(=O)c1ccc(CNC(=O)c2cccnc2Cl)cc1,-1.0%,2%,-1%,-1%,nt,-2%,15%,4,nt,1%,14
CCC(C(=O)N1CCN(S(C)(=O)=O)CC1)c1ccccc1 (stereo not drawn),0.8%,0%,-7%,-7%,1%,-4%,-2%[7.66 µM],0,1%,-1%,1
O=C(Nc1ccc(C(F)(F)F)cc1)c1ccc(NC(=O)C2CCCO2)cc1 (stereo not drawn),0.2%,-3%,-3%,0%,?,15%,5%,-1,1%,-2%,2
CC1CN(Cc2nc3ccccc3c(=O)[nH]2)CC(C)O1 (stereo not drawn),-0.1%,-1%,-10%,-1%,7%,2%,11%,2,-10%,1%,5

Exported with each value named: entries from further up
> COc1ccc(N=C2SC(C(N)=O)CC(=O)N2Cc2ccc3c(c2)OCO3)cc1 (stereo not drawn)
- B2AR arrestin = -0.6%
- ASM inhibitor = -2%
- Tb PFK inh = ?
- TSG101-PTAP inh = -8%
- Menin MLL FP TR = nt
- GALK inhibitor = -2%
- Integrin act MD = 25%
- FBPA coupling cs = -6
- PKM2 activator = 1%
- BCR signal inh = ?
- Giardia kill = -4
> COC(=O)c1cc(-n2cccc2)ccc1N1CCOCC1
- B2AR arrestin = 0.3%
- ASM inhibitor = 12%
- Tb PFK inh = 2%
- TSG101-PTAP inh = 0%
- Menin MLL FP TR = nt
- GALK inhibitor = 0%
- Integrin act MD = 13%
- FBPA coupling cs = 0
- PKM2 activator = -5%
- BCR signal inh = 3%
- Giardia kill = 2
> CC(C)CN(C(=O)COc1ccc([N+](=O)[O-])cc1)c1c(N)n(CC(C)C)c(=O)[nH]c1=O
- B2AR arrestin = 0.2%
- ASM inhibitor = 0%
- Tb PFK inh = -1%
- TSG101-PTAP inh = -1%
- Menin MLL FP TR = nt
- GALK inhibitor = nt
- Integrin act MD = ?
- FBPA coupling cs = nt
- PKM2 activator = nt
- BCR signal inh = 2%
- Giardia kill = 19

Only part of the results is shown, so the mix of outcomes need not match the whole.
